mABHD4 FP: inhibitors of mouse ABHD4. hit rate 0.54% among 370,000. purified mABHD4, FP-Rh probe fluorescence polarization. Q8VD66. inhibition, % at 8.92 µM. AID 720543;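 active means inhibition exceeding the mean over every tested compound plus 3 SD, cut at about 30% in these data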;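 further: 0% = plate median of compound wells and 100% = S159A mutant with DMSO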
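system = mouse ABHD4 enzyme, wild type | medium = HEPES pH 7.0, NaCl, Pluronic buffer | also added = FP-Rh probe | incubation = Enzyme–compound pre-incubation 45 min, then probe 60 min, both 25 °C | technique = fluorescence polarization, excitation 525 nm, emission 598 nm, BODIPY TMR filters | controls = S159A mutant high control, sample median low control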
TDP2 absorb: TDP2 (human) inhibition, absorbance primary screen | hit rate 0.34% among 370,000 | recombinant TDP2, T5PNP hydrolysis, p-nitrophenol absorbance 415 nm | AID 720702 | inhibition, % at 12.8 µM | O95551;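 active means inhibition above the mean of all tested compounds plus 3 SD, set per campaign, cut at about 25% in these data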;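 further: 0% = DMSO with enzyme and 100% = buffer with substrate but no TDP2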
Target sequence (O95551 whole entry, looked up): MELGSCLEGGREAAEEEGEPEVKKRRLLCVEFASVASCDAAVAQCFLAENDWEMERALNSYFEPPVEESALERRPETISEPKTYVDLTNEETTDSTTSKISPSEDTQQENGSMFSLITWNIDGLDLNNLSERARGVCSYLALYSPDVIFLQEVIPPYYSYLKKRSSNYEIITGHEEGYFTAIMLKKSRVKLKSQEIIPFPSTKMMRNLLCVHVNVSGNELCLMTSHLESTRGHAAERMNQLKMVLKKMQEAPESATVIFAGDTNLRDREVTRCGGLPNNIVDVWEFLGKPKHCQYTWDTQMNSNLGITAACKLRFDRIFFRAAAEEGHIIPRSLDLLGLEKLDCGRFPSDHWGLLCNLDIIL
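Test system: Human TDP2 enzyme | Reagent: 5 mM T5PNP | Compound dosing: 12.8 µM single point, 1% DMSO | Incubation: Enzyme reaction with compound for 2 h at 37 °C | Technique: p-Nitrophenol epi absorbance | Read-out: % inhibition relative to enzyme-containing and enzyme-free wells | Benchmarks: High control without enzyme, low control DMSO plus TDP2 | Replicates: Singlicate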
LEDGF integ inh: blocks HIV-1 LEDGF/p75-dependent DNA integration; AID 743269; TR-FRET IN-LEDGF/p75 DNA integration, Eu/Cy5; hit rate 0.64% among 370,000; inhibition, % at 3.7 µM;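 active means inhibition above the screen-wide mean plus 3 SD, cut at about 13% in these data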;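 further: signal is the Cy5 over europium emission ratio at 671 and 618 nm; 0% = plate median of compound wells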
PRMT1 inh: blocks human protein arginine methyltransferase 1; inhibition, % at 2.79 µM; Q99873; hit rate 1.3% among 370,000; recombinant PRMT1, activity-based probe fluorescence polarization;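 active means inhibition above about 21% made by adding two undisclosed values, limit read from the data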
PG9 binder: small molecules binding HIV-1 gp120 antibody PG9. AID 624416. TR-FRET gp120-PG9 antibody binding. hit rate 0.43% among 360,000. inhibition, % at 6.7 µM; in the data active means inhibition above about 8.5%
HTRA1 inh: inhibitors of human serine peptidase HTRA1; Q92743; recombinant HTRA1, FP-rhodamine activity-based probe, fluorescence polarization; inhibition, % at 5.96 µM; hit rate 0.5% among 340,000; in the data active means inhibition above about 36%;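 further: 0% = enzyme with DMSO and 100% = wells lacking enzyme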
Target sequence (Q92743 whole entry, looked up): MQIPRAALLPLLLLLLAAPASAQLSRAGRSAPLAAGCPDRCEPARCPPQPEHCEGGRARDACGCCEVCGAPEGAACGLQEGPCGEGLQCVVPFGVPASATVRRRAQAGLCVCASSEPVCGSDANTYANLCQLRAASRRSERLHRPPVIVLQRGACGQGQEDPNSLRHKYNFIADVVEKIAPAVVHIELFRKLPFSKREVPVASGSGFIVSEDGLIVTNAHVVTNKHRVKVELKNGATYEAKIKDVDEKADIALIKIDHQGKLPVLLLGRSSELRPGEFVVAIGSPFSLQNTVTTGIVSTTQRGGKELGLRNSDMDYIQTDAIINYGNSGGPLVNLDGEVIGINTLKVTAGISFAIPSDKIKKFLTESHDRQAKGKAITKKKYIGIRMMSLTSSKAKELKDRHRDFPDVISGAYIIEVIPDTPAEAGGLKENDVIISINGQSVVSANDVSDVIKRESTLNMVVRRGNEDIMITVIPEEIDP
SIAE primary: inhibitors of human sialic acid acetylesterase SIAE; Q9HAT2; AID 1053197; inhibition, % at 9.66 µM; hit rate 0.69% among 370,000; SIAE FP-Rh probe binding, fluorescence polarization;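 active means inhibition above a cutoff: mean of compounds within the control limits plus 3 SD of those, cut at about 17% in these data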;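 further: 0% = plate median of compound wells and 100% = probe without SIAE protein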
UHRF1 MBD2 ctr: human UHRF1 methylated DNA binding inhibitors; UHRF1 binding to methylated oligo, TR-FRET; inhibition, % at 4.4 µM; Q96T88; hit rate 0.75% among 370,000; in the data active means inhibition above about 21%;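 further: UHRF1 SRA domain binding a hemimethylated CpG hairpin DNA probe; 0% = median of test compound wells and 100% = reference inhibitor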
DDE Tn7 FP inh: DD(E)-Tn7 binding inhibition, primary FP screen. hit rate 0.13% among 370,000. FP displacement of FITC-Tn7 peptide from fibrin DD(E); 0% = median of compound wells per plate. inhibition, % at 8.3 µM. AID 720508. P02675;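 active means inhibition above the mean of compounds falling within the control limits plus 3 SD of them, cut at about 14% in these data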;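 further: 0% = plate median of compound wells and 100% = 10 µM Aha-Tn7 peptide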
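assay system = human clot-derived fibrin DD(E) complex | quantity = Fibrin-DD(E) at 2 µM final | timing = 10 min preincubation, 3 h with tracer, room temperature | signal = fluorescence polarization | measure = percent inhibition | benchmarks = high control wells with 10 µM unlabelled Aha-Tn7 peptide (full inhibition) | replicates = singlicate testing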
TCR CD3 inh: blocks the human TCR-CD3 interaction. AID 651800. hit rate 0.37% among 360,000. TAMRA-labeled TCR probe fluorescence, biochemical. inhibition, % at 9.4 µM; in the data active means inhibition above about 19%;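 further: recombinant mutant TCR 2C K166C tagged with TAMRA read by polarization; 0% = receptor in buffer alone and 100% = receptor with positive control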
* marks the source's active call; other numbers are inactive results.

For O=C(Nc1nc2ccc(S(=O)(=O)N3CCCC3)cc2s1)c1ccccn1 the results were mABHD4 FP -6, TDP2 absorb 11, LEDGF integ inh 0, PRMT1 inh 0, PG9 binder 1.6, HTRA1 inh -3, SIAE primary -12, UHRF1 MBD2 ctr 0, DDE Tn7 FP inh 0 and TCR CD3 inh -3.
Screening O=C(COc1ccc2ccccc2c1)Nc1nc2ccccc2[nH]1 returned mABHD4 FP -1, TDP2 absorb 0, LEDGF integ inh 2, PRMT1 inh 1, PG9 binder 1.4, HTRA1 inh -2, SIAE primary -7, UHRF1 MBD2 ctr -1, DDE Tn7 FP inh 6 and TCR CD3 inh -3.
COc1ccc(Nc2nc(-c3cccc(OC)c3O)nc3ccccc23)cc1 was read as mABHD4 FP 20, TDP2 absorb -5, LEDGF integ inh 4, PRMT1 inh -3, PG9 binder 0.7, HTRA1 inh 15, SIAE primary 18*, UHRF1 MBD2 ctr -3, DDE Tn7 FP inh 1 and TCR CD3 inh -3.
`O=C(Nc1ccccn1)c1cc(-c2cccc(Cl)c2)nc2ccccc12` gave mABHD4 FP -18, TDP2 absorb -1, LEDGF integ inh -1, PRMT1 inh 9, PG9 binder 0.1, HTRA1 inh -37, SIAE primary -20, UHRF1 MBD2 ctr 8, DDE Tn7 FP inh 2 and TCR CD3 inh 8.
For COc1ccc(CCNc2ccc(S(=O)(=O)N3CCCC3)cc2[N+](=O)[O-])cc1 the results were mABHD4 FP 12, TDP2 absorb 8, LEDGF integ inh 2, PRMT1 inh 0, PG9 binder -0.8, HTRA1 inh -19, SIAE primary 7, UHRF1 MBD2 ctr 1, DDE Tn7 FP inh -10 and TCR CD3 inh -1.
CC(c1ccco1)N(C(=O)c1ccc(Cl)c([N+](=O)[O-])c1)c1ccccn1 (configuration not stated) was read as mABHD4 FP -1, TDP2 absorb -2, LEDGF integ inh 1, PRMT1 inh -6, PG9 binder -1.2, HTRA1 inh 9, SIAE primary 0, UHRF1 MBD2 ctr 0, DDE Tn7 FP inh 1 and TCR CD3 inh -2.
COc1ccc(-c2noc(CN(C)C(=O)c3ccc4c(c3)OCO4)n2)cc1 was read as mABHD4 FP -1, TDP2 absorb 5, LEDGF integ inh -3, PRMT1 inh 0, PG9 binder -0.8, HTRA1 inh -3, SIAE primary -1, UHRF1 MBD2 ctr -1, DDE Tn7 FP inh 6 and TCR CD3 inh 6.
`O=C(NCCO)Nc1ccc2nsnc2c1` gave mABHD4 FP 0, TDP2 absorb -8, LEDGF integ inh -2, PRMT1 inh -1, PG9 binder 0.2, HTRA1 inh -3, SIAE primary 7, UHRF1 MBD2 ctr -5, DDE Tn7 FP inh 7 and TCR CD3 inh 5.
`O=C(c1cc(-c2ccc(O)cc2)on1)N1CCCc2ccccc21` gave mABHD4 FP -8, TDP2 absorb -8, LEDGF integ inh 2, PRMT1 inh -1, PG9 binder -1.9, HTRA1 inh -17, SIAE primary -6, UHRF1 MBD2 ctr -5, DDE Tn7 FP inh -1 and TCR CD3 inh -4.
CC(CCc1ccc(O)cc1)NCCC(c1ccccc1)c1ccccc1 (configuration not stated) was read as mABHD4 FP 2, TDP2 absorb 9, LEDGF integ inh -2, PRMT1 inh -3, PG9 binder 1.4, HTRA1 inh -3, SIAE primary -1, UHRF1 MBD2 ctr 0, DDE Tn7 FP inh -7 and TCR CD3 inh -5.
CC(=O)N1c2ccccc2N(Cc2ccc([N+](=O)[O-])cc2)C(=O)C1(C)C was read as mABHD4 FP 1, TDP2 absorb -5, LEDGF integ inh -3, PRMT1 inh 2, PG9 binder -1.0, HTRA1 inh -3, SIAE primary -4, UHRF1 MBD2 ctr 18, DDE Tn7 FP inh 2 and TCR CD3 inh -3.
`O=c1c2cn[nH]c2[nH]c(=S)n1-c1ccccc1F` gave mABHD4 FP 1, TDP2 absorb 5, LEDGF integ inh 2, PRMT1 inh 2, PG9 binder -1.8, HTRA1 inh -1, SIAE primary -1, UHRF1 MBD2 ctr -1, DDE Tn7 FP inh -2 and TCR CD3 inh 2.
`CN(C)c1cc[n+](CC(=O)c2ccc(-c3ccccc3)cc2)cc1` gave mABHD4 FP 9, TDP2 absorb 4, LEDGF integ inh -2, PRMT1 inh 3, PG9 binder -1.6, HTRA1 inh 5, SIAE primary 2, UHRF1 MBD2 ctr -3, DDE Tn7 FP inh -2 and TCR CD3 inh 2.
`CC1Cc2ccccc2N1Cc1nc2scc(-c3cccs3)c2c(=O)[nH]1` (configuration not stated) gave mABHD4 FP 6, TDP2 absorb 0, LEDGF integ inh 5, PRMT1 inh 0, PG9 binder -2.5, HTRA1 inh 5, SIAE primary -3, UHRF1 MBD2 ctr -2, DDE Tn7 FP inh 8 and TCR CD3 inh 6.
For CC1(C(=O)NCC2CC2)CCN1C(=O)C/C=C/c1ccccc1 (configuration not stated) the results were mABHD4 FP -7, TDP2 absorb 7, LEDGF integ inh 3, PRMT1 inh -4, PG9 binder -0.4, SIAE primary 0, UHRF1 MBD2 ctr -1, DDE Tn7 FP inh 1 and TCR CD3 inh 6.
`CCC(c1nc2ccccc2c(=O)n1-c1nc2ccccc2s1)N1C(=O)c2ccccc2C1=O` (configuration not stated) gave mABHD4 FP 9, TDP2 absorb 3, LEDGF integ inh 0, PRMT1 inh -1, PG9 binder -1.5, HTRA1 inh -21, SIAE primary 3, UHRF1 MBD2 ctr -2, DDE Tn7 FP inh 5 and TCR CD3 inh 2.
For Cc1ccc(/C=N/N=C2/NC(=O)C(CC(=O)Nc3ccc(Cl)cc3)S2)o1 (configuration not stated) the results were mABHD4 FP -11, TDP2 absorb 8, LEDGF integ inh -1, PRMT1 inh 0, PG9 binder 1.0, HTRA1 inh -5, SIAE primary -3, UHRF1 MBD2 ctr 1, DDE Tn7 FP inh 5 and TCR CD3 inh 2.
For COc1ccc(NC(=O)C2CCN(C(=O)C3CC(=O)N(c4ccc(C)cc4)C3)CC2)c(OC)c1 (configuration not stated) the results were mABHD4 FP 3, TDP2 absorb -12, LEDGF integ inh 2, PRMT1 inh -1, PG9 binder -4.1, HTRA1 inh 22, SIAE primary 10, UHRF1 MBD2 ctr 0, DDE Tn7 FP inh 1 and TCR CD3 inh -4.
Cc1ccccc1-c1ccccc1N was read as mABHD4 FP -4, TDP2 absorb -15, LEDGF integ inh 2, PRMT1 inh -3, PG9 binder -3.6, HTRA1 inh -3, SIAE primary -5, UHRF1 MBD2 ctr -2, DDE Tn7 FP inh -2 and TCR CD3 inh 0.
`NC(=S)NN=C1c2ccccc2-c2ccccc21` gave mABHD4 FP -1, TDP2 absorb 8, LEDGF integ inh -3, PRMT1 inh 11, PG9 binder -2.6, HTRA1 inh -23, SIAE primary 0, UHRF1 MBD2 ctr -5, DDE Tn7 FP inh -4 and TCR CD3 inh 1.

The closing 3 entries of the part before come first, to join the parts.
For COc1ccc(NC(=O)C2CCN(C(=O)C3CC(=O)N(c4ccc(C)cc4)C3)CC2)c(OC)c1 (configuration not stated) the results were mABHD4 FP 3, TDP2 absorb -12, LEDGF integ inh 2, PRMT1 inh -1, PG9 binder -4.1, HTRA1 inh 22, SIAE primary 10, UHRF1 MBD2 ctr 0, DDE Tn7 FP inh 1 and TCR CD3 inh -4.
Cc1ccccc1-c1ccccc1N was read as mABHD4 FP -4, TDP2 absorb -15, LEDGF integ inh 2, PRMT1 inh -3, PG9 binder -3.6, HTRA1 inh -3, SIAE primary -5, UHRF1 MBD2 ctr -2, DDE Tn7 FP inh -2 and TCR CD3 inh 0.
`NC(=S)NN=C1c2ccccc2-c2ccccc21` gave mABHD4 FP -1, TDP2 absorb 8, LEDGF integ inh -3, PRMT1 inh 11, PG9 binder -2.6, HTRA1 inh -23, SIAE primary 0, UHRF1 MBD2 ctr -5, DDE Tn7 FP inh -4 and TCR CD3 inh 1.
CSc1ncnc2c1ncn2CCCNCc1ccc2c(c1)OCO2 was read as mABHD4 FP -1, TDP2 absorb 7, LEDGF integ inh -9, PRMT1 inh 1, PG9 binder -1.1, HTRA1 inh 2, SIAE primary -5, UHRF1 MBD2 ctr 0, DDE Tn7 FP inh 4 and TCR CD3 inh 5.
For COc1ccc(C=O)cc1COc1ccc([N+](=O)[O-])c(C)c1 the results were mABHD4 FP -5, TDP2 absorb 2, LEDGF integ inh -4, PRMT1 inh 5, PG9 binder 1.5, HTRA1 inh -41, SIAE primary -9, UHRF1 MBD2 ctr 1, DDE Tn7 FP inh 6 and TCR CD3 inh -5.
CCN(CC)c1ccc(NC(=O)CN2CCN(c3ccccn3)CC2)cc1 was read as mABHD4 FP 0, TDP2 absorb 1, LEDGF integ inh 2, PRMT1 inh -3, PG9 binder -6.3, HTRA1 inh 6, SIAE primary 8, UHRF1 MBD2 ctr -4, DDE Tn7 FP inh -3 and TCR CD3 inh 6.
For CCOC(=O)c1sc2nc(C)[nH]c(=O)c2c1C the results were mABHD4 FP -7, TDP2 absorb -6, LEDGF integ inh 0, PRMT1 inh -3, PG9 binder 0.1, HTRA1 inh 4, SIAE primary -1, UHRF1 MBD2 ctr 1, DDE Tn7 FP inh -12 and TCR CD3 inh -2.
`COC(=O)C1CCCN1S(=O)(=O)c1ccc([N+](=O)[O-])cc1` (configuration not stated) gave mABHD4 FP -2, TDP2 absorb 0, LEDGF integ inh -1, PRMT1 inh 0, PG9 binder 0.1, HTRA1 inh 3, SIAE primary 2, UHRF1 MBD2 ctr -1, DDE Tn7 FP inh 4 and TCR CD3 inh 1.
COc1cc(C(=O)Oc2ccccc2)ccc1OCc1c(C)noc1C was read as mABHD4 FP -3, TDP2 absorb 10, LEDGF integ inh -2, PRMT1 inh 0, PG9 binder 11*, HTRA1 inh -4, SIAE primary -3, UHRF1 MBD2 ctr 1, DDE Tn7 FP inh -5 and TCR CD3 inh -3.
Screening CCC(C)(CC(=O)N(C)CCC#N)c1ccccc1 (configuration not stated) returned mABHD4 FP 6, TDP2 absorb -6, LEDGF integ inh -1, PRMT1 inh -3, PG9 binder 1.1, HTRA1 inh 3, SIAE primary 3, UHRF1 MBD2 ctr -2, DDE Tn7 FP inh 11 and TCR CD3 inh 11.

An unsorted share of the library. About 4.2% of those tested had a hit in this group.
